Source: PubChem (several laboratories)
OPRM1-OPRD1 inv: inverse agonists of MOR-DOR heterodimerization, primary screen, cell-based, luminescence; Mu-type opioid receptor (Homo sapiens) + Delta-type opioid receptor (Homo sapiens), …; cell-based MOR-DOR heterodimer luminescence, inverse agonism; inhibition, % at 9.3 µM; hit rate 0.21% among 340,000; AID 504357, 2011; in the data active = inhibition above about 22%, passing the limit was not always enough;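 note: 0% = cells with DMSO and 100% = wells without cells with DMSO; values of inactives mirror those of a sister screen read the other way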
OPRM1-OPRD1 ag: agonists of OPRM1-OPRD1 heterodimerization, primary screen, cell-based, luminescence; Mu-type opioid receptor (Homo sapiens) + Delta-type opioid receptor (Homo sapiens), …; cells; activation, % at 9.3 µM; hit rate 0.3% among 340,000; AID 504326, 2011; in the data active = activation above about 18%;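 note: 0% = vehicle-treated cells and 100% = reference agonist; values of inactives mirror those of a sister screen read the other way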
PKA-R1A act: activators of PKA-R1A holoenzyme, primary screen, biochemical, fluorescence polarization, Cy5-IP20, bovine R1A, mouse PKAc; cAMP-dependent protein kinase type I-alpha regulatory subunit (Bos taurus) + …; PKA-R1A dissociation; scaled: DMSO 0%, 113 µM cGMP 100%; activation, % at 11.4 µM; hit rate 0.083% among 340,000; AID 504707, 2011;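 active = percent activation above the mean of all tested compounds plus 3 SD, cut at about 19% in these data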;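 note: higher means more PKAc released from R1A so a rise in polarization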
SUMO Mot1 rescue: yeast Mot1-301 growth rescue at high temperature, primary screen, SUMOylation pathway inhibitor project, S. cerevisiae, ATP luminescence, 38.5C; S. cerevisiae Mot1-301 growth rescue; percent above DMSO median, 100 means doubled; growth rescue, % at 18.8 µM; hit rate 1% among 320,000;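 active = every valid replicate shows activation above 250% relative to neutral control wells; inactive = the rest, any valid replicate at or below 250%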;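 note: OY570 slx delta 5 strain wells were the positive control but not used for scaling; some compounds called inactive have numbers as strong as hits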
phage Ecoli inh: growth loss of phage-infected E. coli, primary screen, RecBCD inhibitor project, absorbance, with phage, HTS. inhibition, % at 11.9 µM. hit rate 0.26% among 360,000. AID 651602, 2012; in the data active = inhibition above about 11%
Ecoli viability: E. coli V3065 growth inhibition, primary screen, counter-screen for AddAB inhibitor project, absorbance, OD600; 18 h; inhibition, % at 11.9 µM; hit rate 0.27% among 330,000; AID 449728, 2010;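 active = inhibition above the campaign's mean inhibition across all tested compounds plus 3 SD, cut at about 9.9% in these data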;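 note: uninfected addAB+ strain grown without phage in ampicillin broth; 0% = DMSO wells and 100% = ciprofloxacin 0.95 µg/ml wells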
PfHsp90 yeast 2: growth inhibition of PfHsp90-expressing yeast, primary screen, antimalarial PfHsp90 inhibitor project, S. cerevisiae, BacTiter-Glo luminescence, single point, set 2; BacTiter-Glo ATP, 48 h; yeast lacking PDR1 and PDR3 efflux regulators; inhibition, % at 9.4 µM; AID 504621, 2011; hit rate 0.32% among 310,000;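 active = every replicate shows inhibition above about 80%, whatever the replicate mean, limit read from the data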;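 note: 0% = DMSO neutral controls and 100% = 20 µM radicicol positive controls; yeast relying on Plasmodium falciparum Hsp90 in place of its own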
Tat transport: E. coli Tat export inhibitors, primary screen, MC4100, TorA-mCherry reporter, fluorescence, single point | inhibition, % at 10 µM | hit rate 0.036% among 340,000 | AID 488895, 2010;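 active = mean replicate inhibition at least 50% and at least half of replicates individually reaching 50%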;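 note: exported cargo escapes ClpAP degradation while cytoplasmic cargo is degraded and loses fluorescence; 0% = median of neutral control wells and 100% = median of NaSCN control wells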
DSG3 Ab inh: inhibitors of pemphigus antibody binding to DSG3, primary screen, biochemical, bead-based, flow cytometry, scFv-GFP; DSG3-coupled beads, scFv-anti-DSG3-GFP binding; active compounds read low; binding (percent of control), % at 10 µM; hit rate 0.48% among 310,000; AID 588358, 2011;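 active = binding more than 3 SD below its plate's average and above zero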;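 note: hits lower antibody fragment binding to DSG3; some compounds called inactive have numbers as strong as hits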
Target sequence (P32926 whole entry, looked up, the tested form may be a part): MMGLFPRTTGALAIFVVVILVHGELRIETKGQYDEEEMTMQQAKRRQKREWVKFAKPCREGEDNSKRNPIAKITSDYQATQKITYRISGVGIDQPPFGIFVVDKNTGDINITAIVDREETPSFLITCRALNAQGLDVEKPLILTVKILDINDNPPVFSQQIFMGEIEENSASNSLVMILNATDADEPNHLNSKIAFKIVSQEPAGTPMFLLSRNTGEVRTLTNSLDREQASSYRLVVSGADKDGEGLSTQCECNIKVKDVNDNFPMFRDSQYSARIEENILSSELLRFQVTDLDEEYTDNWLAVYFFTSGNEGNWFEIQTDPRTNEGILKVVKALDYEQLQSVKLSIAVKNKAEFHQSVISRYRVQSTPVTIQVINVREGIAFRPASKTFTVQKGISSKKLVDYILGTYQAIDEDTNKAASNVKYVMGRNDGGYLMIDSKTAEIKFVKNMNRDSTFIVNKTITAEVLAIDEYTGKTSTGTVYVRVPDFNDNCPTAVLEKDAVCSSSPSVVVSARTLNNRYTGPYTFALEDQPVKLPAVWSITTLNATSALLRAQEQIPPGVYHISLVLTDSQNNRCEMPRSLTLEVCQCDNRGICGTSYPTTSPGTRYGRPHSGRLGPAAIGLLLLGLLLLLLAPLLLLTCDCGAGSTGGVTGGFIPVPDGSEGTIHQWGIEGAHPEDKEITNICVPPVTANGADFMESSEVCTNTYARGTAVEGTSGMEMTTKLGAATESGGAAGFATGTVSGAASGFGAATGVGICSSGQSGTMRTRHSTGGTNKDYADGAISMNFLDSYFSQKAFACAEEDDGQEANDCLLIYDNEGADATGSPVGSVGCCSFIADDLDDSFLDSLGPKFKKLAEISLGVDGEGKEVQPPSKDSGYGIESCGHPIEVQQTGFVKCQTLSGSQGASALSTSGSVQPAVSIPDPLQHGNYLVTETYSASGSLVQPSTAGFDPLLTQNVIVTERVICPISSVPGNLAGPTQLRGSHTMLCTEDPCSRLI
AddAB inh: growth inhibition of E. coli expressing H. pylori AddAB, primary screen, AddAB inhibitor project, absorbance. inhibition, % at 11.9 µM. hit rate 0.29% among 330,000. AID 435030, 2010; in the data active = inhibition above about 12%;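 note: 0% = vehicle wells of infected cells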
Arr AP2 block: inhibitors of beta-arrestin/AP2 binding, primary screen, biochemical, GPCR trafficking, flow cytometry; beta-arrestin 1 C-terminal peptide binding to AP2 beta2-adaptin appendage (human); FITC-arrestin peptide / GST-AP2 beads; AP2 beta2 appendage carries R879A mutation; inhibition, % at 10 µM; hit rate 0.31% among 340,000; AID 504490, 2011;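 active = inhibition above a set limit, near 3 SD of compounds lacking own fluorescence, cut at about 54% in these data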;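 note: plate controls were DMSO wells for no effect and 5 µM unlabelled arrestin peptide for full effect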
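Material – GST-tagged AP2 beta2-adaptin appendage (R879A) on 4 µm glutathione beads · Probe or stimulus – fluorescein-tagged arrestin peptide at 50 nM final · Timing – 12 min plus 1 h, RT · Detection – bead flow cytometry, FITC channel · Read-out basis – inhibition as reduced fluorescein signal on beads, percent · Medium – PBS plus Tween 20 (0.05%) and BSA (0.1%)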
Numbers without * were called inactive; x = no result given.

SMILES	OPRM1-OPRD1 inv	OPRM1-OPRD1 ag	PKA-R1A act	SUMO Mot1 rescue	phage Ecoli inh	Ecoli viability	PfHsp90 yeast 2	Tat transport	DSG3 Ab inh	AddAB inh	Arr AP2 block
O=[N+]([O-])c1ccc(COc2ncnc3ccccc23)cc1	-4	0.9	4	-8	1.4	0.8	-23	-2	107	-0.3	6
CCCN(CC(=O)Nc1ccc(F)c(F)c1F)CC(=O)Nc1c(C)n(C)n(-c2ccccc2)c1=O	5	-1.4	2	4	3.9	0.1	3	-7	100	4.0	22
Cc1ccc2c(c1)N(C(=O)c1ccco1)C(C)(C)c1ssc(=S)c1-2	10	-1.9	-9	11	1.3	-0.6	12	7	97	1.8	-3
CCCCOCCCNC(=O)c1cccs1	10	-1.7	2	-1	-1.0	0.1	0	-3	101	2.3	3
COc1ccc(Cl)cc1NC(=O)CN(C)CC(=O)Nc1ccc(Br)cc1	-16	3.5	-4	-9	2.5	-3.0	-12	-1	92	-0.1	20
Cn1c(N)c(S(=O)(=O)NCc2ccccc2)c(=O)n(C)c1=O	22	-4.8	-6	-6	3.4	-2.1	4	-9	102	2.7	24
O=C(O)CSCC(=O)Nc1ccc(S(=O)(=O)N2CCCCC2)cc1	-7	1.3	-7	-13	-1.0	-2.5	0	-1	97	-0.2	8
CC1=CCC2([N+](=O)[O-])CN(CC(=O)O)CC1([N+](=O)[O-])C2 (centres undefined)	11	-2.2	-17	9	3.1	1.9	16	-3	x	6.1	-3
COc1ccc(CN(C(=O)c2ccc3c(c2)OCCO3)C(C(=O)NC2CCCCC2)c2ccc3ncccc3c2)cc1 (centres undefined)	1	-0.1	2	-5	-2.2	-0.4	22	11	89	0.9	2
CCCS(=O)(=O)n1nc(-c2ccccc2)cc1N	13	-2.2	-11	-28	1.9	3.3	0	0	99	1.0	17
COc1cc(CCCN2C(=O)C(=O)NC[C@@H]2C(C)O)cc(OC)c1OC (some centres undefined)	-1	0.2	3	101	1.7	-2.2	-24	4	108	1.9	9
CCCNc1nc(OCC(F)(F)F)nc(OCC(F)(F)F)n1	-11	1.9	-11	5	2.2	0.0	5	-3	101	0.4	13
Cc1ccc(-c2csc(NC(=S)NC(=O)c3cccs3)n2)cc1	5	-1.0	-5	3	3.9	-2.3	29	-2	100	2.0	7
Cc1ccc(OCCC(=O)N(CCC(C)C)c2c(N)n(Cc3ccccc3)c(=O)[nH]c2=O)cc1	-4	0.6	-5	8	x	-1.1	-16	-2	104	-2.6	-6
CC(C)Cn1c(SC(C)C(=O)Nc2ccc(N3CCOCC3)cc2)nc2ccccc21 (centres undefined)	10	-1.9	-4	48	4.2	0.1	-13	-3	105	3.5	7

Some of the entries above in another layout:
Second line of a record: OPRM1-OPRD1 inv, OPRM1-OPRD1 ag, PKA-R1A act, SUMO Mot1 rescue, phage Ecoli inh, Ecoli viability, PfHsp90 yeast 2, Tat transport, DSG3 Ab inh, AddAB inh, Arr AP2 block
- O=[N+]([O-])c1ccc(COc2ncnc3ccccc23)cc1
 : -4, 0.9, 4, -8, 1.4, 0.8, -23, -2, 107, -0.3, 6
- CCCN(CC(=O)Nc1ccc(F)c(F)c1F)CC(=O)Nc1c(C)n(C)n(-c2ccccc2)c1=O
 : 5, -1.4, 2, 4, 3.9, 0.1, 3, -7, 100, 4.0, 22
- Cc1ccc2c(c1)N(C(=O)c1ccco1)C(C)(C)c1ssc(=S)c1-2
 : 10, -1.9, -9, 11, 1.3, -0.6, 12, 7, 97, 1.8, -3
- CCCCOCCCNC(=O)c1cccs1
 : 10, -1.7, 2, -1, -1.0, 0.1, 0, -3, 101, 2.3, 3
- COc1ccc(Cl)cc1NC(=O)CN(C)CC(=O)Nc1ccc(Br)cc1
 : -16, 3.5, -4, -9, 2.5, -3.0, -12, -1, 92, -0.1, 20
- Cn1c(N)c(S(=O)(=O)NCc2ccccc2)c(=O)n(C)c1=O
 : 22, -4.8, -6, -6, 3.4, -2.1, 4, -9, 102, 2.7, 24
- O=C(O)CSCC(=O)Nc1ccc(S(=O)(=O)N2CCCCC2)cc1
 : -7, 1.3, -7, -13, -1.0, -2.5, 0, -1, 97, -0.2, 8

Other entries:
SMILES	OPRM1-OPRD1 inv	OPRM1-OPRD1 ag	PKA-R1A act	SUMO Mot1 rescue	phage Ecoli inh	Ecoli viability	PfHsp90 yeast 2	Tat transport	DSG3 Ab inh	AddAB inh	Arr AP2 block
CN1CCN(C(=O)CCc2nc3ccccc3c(=O)[nH]2)CC1	16	-3.2	-13	2	0.4	3.4	5	-1	105	-1.1	-6
O=C(CN(Cc1ccc(F)cc1)C(=O)c1csnn1)NC1CCCC1	11	-1.7	-8	25	0.7	-0.3	5	2	109	2.0	16
CCOC(=O)CN(C(=O)CNC(=O)c1cccs1)C(C(=O)NC1CCCCC1)c1cccnc1 (centres undefined)	12	-2.2	-8	-6	0.9	2.7	2	8	104	0.0	7
O=C(Nc1ccc2c(c1)CCC2)Nc1ccccc1Cl	-2	0.3	0	3	1.0	2.4	16	-4	106	0.9	5
CC(=O)c1ccc(NC(=O)C(C)OC(=O)CCN=C2NS(=O)(=O)c3ccccc32)cc1 (centres undefined)	9	-1.3	-4	-5	1.2	-0.3	2	11	89	0.2	37
O=C1CC(C(=O)O)C2(CCCC2)O1 (centres undefined)	-2	0.4	-3	-3	0.9	-2.0	4	2	107	0.5	0
COC(=O)c1ccccc1NC(=O)CCCCCn1nnc2ccccc2c1=O	10	-2.1	-14	3	1.8	-1.8	-14	9	94	-2.9	24
CC(=O)c1c(C)[nH]c(C(=O)Nc2nccs2)c1C	8	-1.6	1	-10	2.3	0.8	x	3	158	0.4	19
CN(CC(=O)NC1CCCCC1)S(=O)(=O)c1ccc2c(c1)c(=O)n(C)c(=O)n2C	11	-2.1	-8	51	0.2	-1.9	28	-6	98	1.2	0
O=C(/C=C/c1ccccc1)Nc1cccc(C(=O)NC2CC2)c1	10	-2.2	19*	x	0.1	x	19	1	101	x	1
CCOC(=O)c1ccc(NC(=O)CN(C)S(=O)(=O)c2ccc(OC)cc2)cc1	3	-0.5	-3	-3	-3.2	-0.4	10	22	95	0.9	-3
O=C(Cc1cccc(NC(=O)C2CCCN(C(=O)C3CC3)C2)c1)Nc1ccc(C(=O)N2CCCCC2)cc1 (centres undefined)	16	-3.4	-12	x	1.2	x	-9	-6	105	x	-2
CC(C)CCNC(=O)C1CC(c2ccc(C(F)(F)F)cc2)=NO1 (centres undefined)	-20	3.4	1	4	2.4	1.5	-18	17	105	-0.5	x
Cc1csc(NC(=O)CN2CCCCCC2)n1	9	-1.6	1	13	-1.7	0.7	-2	3	108	2.7	19
COc1ccc(NC(=O)CCNC(=O)c2ccco2)cc1S(=O)(=O)N(C)C	-5	0.8	0	4	1.5	4.7	15	-1	90	7.0	-6
Cc1ccc(C)c(N2CCN(C(=O)CCCCCn3c(=S)[nH]c4ccc(N5CCOCC5)cc4c3=O)CC2)c1	-8	1.5	-4	-1	0.0	-2.5	-6	5	636	0.6	5
Clc1nc(NCCc2ccccc2)c2cn[nH]c2n1	0	0.0	-12	x	-0.1	x	9	-4	140	x	3
CNC(=O)N/N=C(\N)c1ccccn1	6	-1.1	2	-2	1.3	1.1	-6	0	x	1.1	9
Cc1cnc(C(=O)Nc2ccc(N3CCCCC3)cc2)cn1	-13	2.6	-1	9	4.7	2.6	19	1	103	1.0	2
Cc1nn(-c2ccccc2)c(C)c1[N+](=O)[O-]	7	-1.3	-1	-11	1.8	-1.0	7	1	100	3.9	-9
CC12CCC(C(=NO)C1=O)C2(C)C (centres undefined)	0	0.0	-8	x	2.4	x	x	-1	86	x	3
CC1(C)CC(=O)C(C=Nc2ccc3c(c2)OCO3)=C(O)C1	0	0.1	-12	-5	2.0	0.6	22	0	104	0.0	-1
CC(C)C(=O)Nc1cccc(C(=O)NCCc2ccc(S(N)(=O)=O)cc2)c1	5	-0.8	11	-10	1.7	-0.4	-16	0	98	0.5	7
COC(=O)c1ccc(/C=C2/SC(=S)N(CCC(=O)NCCCN3CCOCC3)C2=O)cc1	5	-0.8	-2	-3	-0.6	-0.8	13	-8	x	3.5	4
O=C(CN1CCN(c2ccccc2O)CC1)Nc1ccc2c(c1)OCCCO2	-1	0.2	-10	3	0.3	-0.3	4	-5	101	0.6	-1
Cc1cc(NC(=O)CSCC(=O)Nc2nc3c(C)cccc3s2)no1	3	-0.4	-9	-4	4.1	1.2	6	3	103	3.3	22
COCC(=O)Nc1cc(=O)n(C)c(=O)n1C	-4	0.7	0	7	2.1	0.7	-6	-2	100	4.1	10
O=S(=O)(NCCSc1ccccn1)c1ccc(Br)cc1	2	-0.4	-3	324	3.5	-2.0	-18	2	101	0.5	13
Cc1ccc(S(=O)(=O)CCc2nnc(NC(=O)c3cccs3)s2)cc1	-7	1.2	-6	-18	1.4	-1.9	5	1	93	3.1	-1
CCN(CC(=O)Nc1c(F)cccc1F)C(=O)/C=C/c1ccc(C)o1	10	-1.5	1	-17	2.2	-0.6	26	-1	100	-0.9	-14
COc1cccc(NC(=O)N2CCCC2)c1	18	-3.7	-4	-22	4.8	1.3	24	-3	92	0.3	12
Cc1ccc(C(=O)NCc2ccco2)cc1S(=O)(=O)N1CCCCC1	-27	4.3	0	-15	-1.4	3.5	-14	-2	100	-0.4	3
CNS(=O)(=O)c1c(C)cc(C)c(N(C)S(=O)(=O)c2ccccc2)c1C	5	-0.9	5	5	2.1	-0.4	-13	3	99	0.3	15
CCOc1nc(NC(=O)NS(=O)(=O)c2ccccc2F)nc(-c2ccccc2)n1	5	-0.8	1	x	3.8	x	-7	-5	100	x	-7
